Assay outcomes (PubChem BioAssay)
EBI2 block: EBI2 receptor antagonists, beta-arrestin recruitment, primary screen, cell-based, luminescence, 7a,25-OHC stimulation, uHTS | inhibition, % at 5 µM | G-protein coupled receptor 183 (Homo sapiens), P32249 | 7a,25-OHC stimulated | actives 0.81% (n = 360,000); in the data active = inhibition above about 38%;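 also: enzyme fragment complementation signal reports receptor beta-arrestin coupling in cells; 0% = agonist plus DMSO wells and 100% = wells without agonist; some results beyond the cut were filed as inactive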
Target sequence (P32249 whole entry, looked up, the tested form may be a part): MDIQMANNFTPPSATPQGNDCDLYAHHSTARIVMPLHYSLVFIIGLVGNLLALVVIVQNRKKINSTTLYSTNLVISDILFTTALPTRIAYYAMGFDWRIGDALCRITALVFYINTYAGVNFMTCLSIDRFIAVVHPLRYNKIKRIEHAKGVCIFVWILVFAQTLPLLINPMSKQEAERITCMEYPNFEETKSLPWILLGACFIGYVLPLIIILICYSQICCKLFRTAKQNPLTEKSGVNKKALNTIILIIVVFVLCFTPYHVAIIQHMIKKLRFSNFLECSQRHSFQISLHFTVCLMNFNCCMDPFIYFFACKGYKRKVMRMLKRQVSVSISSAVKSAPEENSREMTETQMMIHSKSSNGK
A3A deaminase: APOBEC3A ssDNA deaminase inhibitors, primary screen, selectivity assay for APOBEC3G inhibitor project, biochemical, FAM/TAMRA oligo cleavage fluorescence. DNA dC->dU-editing enzyme APOBEC-3A (Homo sapiens), P31941. recombinant A3A, FAM/TAMRA ssDNA deamination fluorescence. inhibition, % at 20 µM. actives 0.41% (n = 330,000);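 active = at least 40% inhibition at 20 µM here, with at most 30% in a related deaminase screen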;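 also: plate controls were A3A with DMSO for no effect and wells lacking A3A enzyme for full effect; some results filed as inactive read as strong as hits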
MPTP block: mitochondrial permeability transition pore inhibitors, primary screen, biochemical, isolated mouse mitochondria, absorbance; Ca2+ swelling absorbance, 30 min; inhibition, % at 10 µM; actives 1.4% (n = 360,000); AID 602449, 2012;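 active = inhibition of 50% or more, scaled per plate between neutral and stimulator controls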;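 also: 0% = DMSO wells given calcium and 100% = 1 mM EGTA wells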
Gli-Sufu antag: Gli-Sufu pathway antagonists, primary screen, luciferase luminescence, Sufu-KO-LIGHT cells, uHTS; Sufu-KO-LIGHT fibroblasts, Gli luciferase reporter luminescence; inhibition, % at 5 µM; actives 0.74% (n = 340,000);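 active = inhibition above about 55%, limit read from the data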;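 also: 0% = DMSO-treated cells and 100% = wells with medium but no cells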
A3G deaminase: APOBEC3G DNA deaminase inhibitors, primary screen, biochemical, fluorescence, single-stranded DNA substrate, uHTS; inhibition, % at 20 µM; DNA dC->dU-editing enzyme APOBEC-3G (Homo sapiens), Q9HC16; AID 493012, 2011; actives 0.28% (n = 330,000); recombinant A3G, ssDNA deamination FAM/TAMRA fluorescence;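 active = inhibition of at least 40% at 20 µM, with no more than 30% in the related APOBEC3A deaminase screen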;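 also: plate controls were DMSO wells with A3G for no effect and wells lacking A3G enzyme for full effect; some compounds called inactive have numbers as strong as hits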
Target sequence (Q9HC16 whole entry, looked up): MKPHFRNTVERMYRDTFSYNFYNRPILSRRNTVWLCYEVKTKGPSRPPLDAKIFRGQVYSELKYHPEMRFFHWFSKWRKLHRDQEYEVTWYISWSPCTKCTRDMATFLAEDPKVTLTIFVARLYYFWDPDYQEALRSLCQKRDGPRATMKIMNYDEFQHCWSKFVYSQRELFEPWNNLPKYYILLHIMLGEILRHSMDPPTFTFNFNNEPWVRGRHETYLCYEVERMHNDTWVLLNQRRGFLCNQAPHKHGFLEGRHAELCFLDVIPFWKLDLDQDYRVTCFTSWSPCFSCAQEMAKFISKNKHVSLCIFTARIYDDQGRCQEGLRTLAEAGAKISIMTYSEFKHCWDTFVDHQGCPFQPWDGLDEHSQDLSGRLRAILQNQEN
GRIN3A LBD mod: binders of NR3A ligand-binding domain, primary screen, biophysical, differential scanning fluorimetry, uHTS | AID 1259313, 2017 | NR3A LBD differential scanning fluorimetry, Tm shift; 0% = protein alone, 100% = glycine-bound protein | Tm shift relative to glycine control, % at 25 µM | actives 2.5% (n = 340,000);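 active = melting temperature shift of at least 10% of the positive control shift, at one fixed dose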
CXCR6 block: CXCR6 receptor inhibitors, primary screen, cell-based, beta-arrestin, luminescence, CHO-K1 PathHunter, 1536-well; C-X-C chemokine receptor type 6 (Homo sapiens), O00574; inhibition, % at 20 µM; actives 0.36% (n = 360,000); AID 602244, 2012; in the data active = inhibition above about 34%, passing the limit was not always enough;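 also: antagonist mode with CXCL16 agonist at 10 nM final; 0% = 10 nM CXCL16 with DMSO and 100% = unstimulated wells without agonist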
Target sequence (O00574 whole entry, looked up): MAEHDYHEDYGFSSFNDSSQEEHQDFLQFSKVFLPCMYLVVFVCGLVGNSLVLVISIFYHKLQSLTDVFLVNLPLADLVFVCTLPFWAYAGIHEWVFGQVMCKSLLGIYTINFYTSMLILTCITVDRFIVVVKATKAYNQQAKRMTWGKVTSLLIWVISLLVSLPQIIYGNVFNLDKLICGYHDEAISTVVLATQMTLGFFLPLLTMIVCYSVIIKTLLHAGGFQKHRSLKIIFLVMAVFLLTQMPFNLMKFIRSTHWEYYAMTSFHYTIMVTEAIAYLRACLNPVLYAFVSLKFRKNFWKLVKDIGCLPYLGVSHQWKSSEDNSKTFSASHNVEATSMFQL
CCR6 antagonist: CCR6 receptor antagonists, primary screen, cell-based, CHO-K1, luminescence, beta-arrestin, uHTS | C-C chemokine receptor type 6 (Homo sapiens), P51684 | CHO-K1 CCR6 PathHunter beta-arrestin, CCL20-stimulated | inhibition, % at 20 µM | actives 0.49% (n = 340,000) | AID 493098, 2011;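 active = compounds whose inhibition of the agonist-driven luminescence signal at 20 µM reaches about 50%, limit read from the data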;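 also: cells stimulated with CCL20 at 14 nM final; plate controls were DMSO with CCL20 for no effect and DMSO without agonist for full effect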
An asterisk follows results filed as active.

SMILES	EBI2 block	A3A deaminase	MPTP block	Gli-Sufu antag	A3G deaminase	GRIN3A LBD mod	CXCR6 block	CCR6 antagonist
FC(F)(F)c1ccc(/C=N/N2CCN(Cc3ccccc3)CC2)cc1	4.2	-3.2	13.0	0.8	-7.4	3.6	-11.5	7.5
Cc1ccc(C(=O)CSc2nc(N)cc(=O)[nH]2)cc1	-2.0	2.4	2.8	3.5	2.4	0.9	3.5	0.1
O=C(Cn1cc(C(=O)C2CC2)c2ccccc21)Nc1ccc(F)cc1	-10.7	-1.4	-0.1	-0.6	-3.2	-10.4	-3.6	1.7
O=C(CN1C(=O)CCSc2ccc(S(=O)(=O)N3CCCC3)cc21)Nc1ccccc1	-4.1	1.5	-1.9	37.3	2.6	-5.3	-2.5	7.1
COC(C[C@@H]1O[C@H]1[C@@H](O)COCc1ccccc1)OC	0.1	0.3	0.0	2.4	-4.8	2.3	-6.8	-0.6
CC(=O)O[C@]1(C(C)=O)CCC2C3CCC4=C/C(=N/OCC(=O)O)CC[C@]4(C)C3CC[C@@]21C (some centres undefined)	-4.5	-5.3	-0.7	5.8	-9.0	6.8	0.4	4.6
COc1ccc(CCN(C)C(=S)Nc2cccc(C)c2)cc1OC	-4.8	2.6	-2.8	-18.1	-3.2	-4.1	-4.6	-4.4
O=C(OCn1nnc2ccccc2c1=O)C12CC3CC(CC(O)(C3)C1)C2	-6.3	-0.9	-0.9	-4.1	3.0	-0.3	0.5	4.4
Clc1ccccc1/C=C/c1nc(-c2ccccn2)no1	-9.2	-1.8	1.8	5.1	-4.8	-1.5	1.5	10.7
O=C1CCCN1C(=O)CSc1ccc2ccccc2n1	-3.4	-5.8	-0.7	-0.2	-8.0	-0.1	0.1	2.3
Cc1nc(SCC(=O)Nc2cccc(C(=O)O)c2)n[nH]1	-0.6	-1.7	-0.6	4.2	-5.3	3.4	0.4	-12.2
CC(C)c1cc(Br)ccc1OCCN1C(=O)NC(C)(C)C1=O	-0.3	0.7	0.7	7.5	-10.0	-0.6	-1.5	5.4
COc1ccccc1CN(CC(=O)NCc1ccc2c(c1)OCO2)C(=O)c1csnn1	2.7	-0.8	5.4	18.4	-2.6	-1.7	5.0	-0.5
CC(=O)Nc1ccc(NC(=O)C(C)OC(=O)CC2CCCC2)cc1 (centres undefined)	-2.6	-0.4	-0.9	-5.4	-8.4	0.2	-1.6	1.5
O=C(CSc1nnc(CNC(=O)c2ccco2)o1)Nc1ccc(F)cc1F	-0.6	-0.8	-2.8	21.1	-0.6	-4.8	-0.4	7.7
Cc1nn(CC(=O)NCCc2ccccc2)c(=O)c2cc3occc3n12	-1.0	-3.6	-0.3	-12.3	-4.1	-0.2	-2.8	15.6
C[C@@H](C(=O)NCc1ccccc1)[C@H]1C[C@]1(C)[C@H](NC(=O)OCc1ccccc1)c1ccccc1	12.5	-1.0	0.1	3.9	-3.1	-1.9	-14.2	5.7
COc1ccccc1-c1c(C)nn2c(N)c(-c3ccc(Cl)cc3)cnc12	7.9	-5.6	1.2	-18.3	-8.9	-0.1	-6.6	23.1
FC(F)(F)c1cccc(N2CCN(Cc3cccnc3)CC2)c1	-5.9	-0.7	0.8	23.3	-2.0	0.8	3.5	8.6
CC(C)(C)NS(=O)(=O)c1ccc2c(c1)oc(=O)c1cc(S(=O)(=O)NC(C)(C)C)ccc12	-2.2	4.0	0.5	-4.6	-4.0	8.0	2.9	-16.3

Results in MPTP block, CXCR6 block and CCR6 antagonist (two entries from above):
| SMILES | MPTP block | CXCR6 block | CCR6 antagonist |
| --- | --- | --- | --- |
| O=C1CCCN1C(=O)CSc1ccc2ccccc2n1 | -0.7 | 0.1 | 2.3 |
| CC(C)(C)NS(=O)(=O)c1ccc2c(c1)oc(=O)c1cc(S(=O)(=O)NC(C)(C)C)ccc12 | 0.5 | 2.9 | -16.3 |

The list continues.
SMILES	EBI2 block	A3A deaminase	MPTP block	Gli-Sufu antag	A3G deaminase	GRIN3A LBD mod	CXCR6 block	CCR6 antagonist
Cc1ccc(C(=O)O)cc1NC(=O)C1=CSCCO1	-6.1	0.1	-0.5	-8.1	4.4	20.9*	6.3	8.8
CCC(=O)Nc1ccc(C(=O)CSc2nnc(-c3ccc(NS(=O)(=O)CC)cc3)o2)cc1OC	6.4	-5.8	-1.3	1.6	-2.0	-1.3	1.7	5.4
CSc1ccccc1OCc1cc(C(=O)NCc2cnc(C)cn2)no1	2.5	-1.9	-2.8	-11.0	-10.9	0.7	0.6	13.2
CCOC(=O)/C(C#N)=C/c1c(Oc2cccc(C)c2)nc2c(C)cccn2c1=O	34.3	-0.6	3.7	1.9	-6.5	1.7	4.0	6.5
[O-][N+]12CC[N+]([O-])(CC1)c1ccccc12	-1.6	-2.0	-2.6	-0.2	-5.1	-1.3	1.2	-16.5
Cc1c(C)n(C)c2ccc(C(=O)Nc3cccc4ccccc34)cc12	7.3	0.3	4.6	-6.7	-5.1	-27.9	-2.3	-7.8
c1ccc(-c2cc3c(N4CCCCC4)ncnc3s2)cc1	5.6	-0.2	-1.4	0.1	1.3	1.1	2.2	12.9
Cc1onc(-c2ccccc2)c1CNS(=O)(=O)c1ccccc1	-0.1	1.5	1.0	-12.6	0.0	6.0	-8.1	2.0
Cc1cccc(OCc2nnc(SCC(=O)N3CCN(C(=O)c4ccco4)CC3)n2C)c1C	-0.4	0.7	27.6	4.8	0.0	0.3	-4.6	6.3
Cc1ccc(Cl)cc1NC(=O)COC(=O)CCN1C(=O)C2CC=CCC2C1=O (centres undefined)	-6.8	-3.1	-1.0	10.6	-6.1	-0.8	3.0	-3.3
Cc1ccc(CNCc2cccnc2)cc1	-3.6	1.4	0.9	5.0	2.2	-2.7	-1.9	-9.1
O=C(O)CN1CCCCCC1=O	-4.9	-0.8	-1.5	-10.4	-6.4	0.8	5.7	4.6
CC1CCCN(C(=O)CSc2nnc(-c3cccnc3)n2C2CCCCC2)C1 (centres undefined)	-0.1	3.1	29.8	-14.8	0.4	0.5	-0.7	-8.9
O=C(NNC(=O)c1ccccc1[N+](=O)[O-])Nc1ccccc1C(F)(F)F	-16.7	-3.7	-0.9	-1.3	6.1	0.7	2.9	13.0
Cc1ccc(CNC(=S)NC2CCC(C(C)(C)C)CC2)cc1 (centres undefined)	6.1	-5.6	51.0*	8.2	-6.9	5.4	5.2	21.7
CCOC(=O)c1cc(-c2ccccc2C)nn1Cc1cc(C)no1	-3.9	0.0	-0.5	-20.6	-1.6	0.1	6.6	4.1
Cc1noc(C)c1C(=O)OCC(=O)c1cc(C)n(Cc2ccccc2Cl)c1C	-5.6	-1.2	2.8	-54.6	-3.1	-1.3	0.0	23.4
CCOC(=O)CN(c1cc([N+](=O)[O-])ccc1OC)S(C)(=O)=O	7.3	1.3	1.2	-3.0	-2.3	-1.0	7.5	2.6
O=C(CSc1ccccc1F)NCCCN1CCCC1=O	-4.4	1.2	-0.7	-7.8	4.3	-0.1	3.7	-3.3
COC(=O)Cn1c(O)c(N=NC(=O)CNC(=O)c2ccc3c(c2)OCCO3)c2ccccc21	-6.6	2.1	-0.8	2.6	11.2	1.6	11.0	7.6

Records listed so far marked active in MPTP block:
SMILES	EBI2 block	A3A deaminase	MPTP block	A3G deaminase	GRIN3A LBD mod	CXCR6 block	CCR6 antagonist
Cc1ccc(CNC(=S)NC2CCC(C(C)(C)C)CC2)cc1 (centres undefined)	6.1	-5.6	51.0*	-6.9	5.4	5.2	21.7

Continuation.
SMILES	EBI2 block	A3A deaminase	MPTP block	Gli-Sufu antag	A3G deaminase	GRIN3A LBD mod	CXCR6 block	CCR6 antagonist
COc1cc(N2N=C(c3ccccc3)CC2c2ccccc2)c(C=O)cc1C=O (centres undefined)	19.2	-0.6	1.2	26.0	-2.5	-0.5	15.3	7.7
CC(=O)Nc1ccc(S(=O)(=O)NCCC(=O)OCC(=O)c2ccc(Br)cc2)cc1	0.6	-0.9	59.3*	-5.3	-8.7	1.2	-7.7	21.4
Cc1cccc(N/C=C/c2onc(C)c2[N+](=O)[O-])c1	9.0	8.9	13.6	53.0	3.0	-1.8	4.6	13.7
NC(=O)c1cc(Cl)ccc1OCC(=O)Nc1ccc2c(c1)OCO2	8.4	35.4	-0.6	-85.3	-8.4	-3.0	-8.2	-4.3
CCn1cc(C(=O)Nc2ncccc2O)c(=O)c2cc(F)c(N3CCN(C(=O)c4ccco4)CC3)cc21	-7.9	-1.6	-0.3	13.8	-3.6	2.0	-7.5	-16.1
Cc1cc(C)c(NC(=O)CN(C)C(=O)CCC(=O)c2ccc(C)s2)c(C)c1	-8.9	1.8	0.2	2.8	0.3	0.3	2.7	7.3
COC(=O)c1sc(C(C)(C)C)cc1CS(=O)(=O)c1ccccn1	4.9	-3.9	-1.1	6.4	-9.0	0.8	4.9	1.1
CCC1(c2ccccc2)NC(=O)N(CC(=O)NNC(=O)c2ccc(F)cc2)C1=O (centres undefined)	-2.0	33.0	-3.8	-14.7	10.3	1.0	5.3	0.7
COc1ccc(OC)c(N(C(=O)c2ccco2)C(C(=O)NC2CCCC2)c2cc(OC)c(OC)c(OC)c2)c1 (centres undefined)	2.3	-2.4	1.9	14.2	-12.6	0.9	7.7	-1.4
O=C(Nc1nccs1)C1C2CC3OC(=O)C1C3C2 (centres undefined)	-7.9	-3.1	-5.0	-6.2	-6.5	-1.5	-1.5	-11.5
CCCCn1c(N)c(N(CC(C)C)C(=O)c2cc(-c3ccc(OC)c(OC)c3)nc3ccccc23)c(=O)[nH]c1=O	-5.3	27.2	0.8	4.1	-0.6	-0.1	9.6	12.1
CCNc1ccc(C(=O)OCC(=O)Nc2cc(C)on2)cc1[N+](=O)[O-]	-2.9	0.5	-0.7	-5.7	-4.5	1.2	2.1	8.7
O=C(CN(C(=O)CCC(=O)Nc1nccs1)c1ccc(F)cc1)NCc1ccc(F)cc1	9.6	-1.0	1.3	1.0	-5.9	-3.7	-3.0	6.0
Cc1ccc(Cl)cc1NC(=O)COC(=O)CN1C(=O)C2CCCCC2C1=O (centres undefined)	2.7	-2.8	-0.9	-6.4	-3.6	-1.8	-5.4	4.5
COc1ccccc1NC(=O)COC(=O)c1cc(C)oc1C	13.5	-3.1	0.5	-1.2	-8.8	-0.5	-1.3	8.4
CC(=O)c1ccc(OCc2cc(C(=O)N(C)Cc3nc4c(C)cccc4[nH]3)no2)cc1	-0.8	-2.5	0.1	-6.3	-6.8	-2.4	4.2	3.6
CCCCCSc1nnc2c(n1)OC(C)N(C(C)=O)c1ccccc1-2 (centres undefined)	-0.7	-5.0	-0.3	5.3	-9.8	1.1	5.6	7.6
CCOc1ncccc1C(=O)OCC(=O)N(CC(C)C)c1c(N)n(Cc2ccccc2)c(=O)[nH]c1=O	-1.8	-5.3	-0.8	-5.6	-14.2	-0.4	3.6	3.2
CC(NC(=O)C1CCC(CNc2c(N3CCCCC3)c(=O)c2=O)CC1)c1ccccc1 (centres undefined)	-10.4	2.9	0.3	-6.1	-1.9	1.4	-0.1	9.0
CC(C1CC2CCC1C2)n1c(-c2cccs2)n[nH]c1=S (centres undefined)	6.1	-1.6	6.3	23.4	-2.4	2.0	11.2	19.9

Entries above containing bromine:
SMILES	EBI2 block	A3A deaminase	MPTP block	Gli-Sufu antag	A3G deaminase	GRIN3A LBD mod	CXCR6 block	CCR6 antagonist
CC(C)c1cc(Br)ccc1OCCN1C(=O)NC(C)(C)C1=O	-0.3	0.7	0.7	7.5	-10.0	-0.6	-1.5	5.4
CC(=O)Nc1ccc(S(=O)(=O)NCCC(=O)OCC(=O)c2ccc(Br)cc2)cc1	0.6	-0.9	59.3*	-5.3	-8.7	1.2	-7.7	21.4
